V-ATPase pHluor = regulators of yeast V-ATPase proton pumping, primary screen, pHLuorin cytosolic pH fluorescence | response, % at 10 µM | S. cerevisiae | hit rate 0.37% among 350,000 | AID 504577, 2011; in the data active means response mostly above about 7.3%, no sharp cut-off; inactive means mostly below about 5.4%; further: actives read high; inactives centre near 0; some compounds called inactive have numbers as strong as hits; reference of the scale not given here
MOR-DOR inv ag = inverse agonists of MOR-DOR heterodimerization, primary screen, cell-based, luminescence; inhibition, % at 9.3 µM; cell-based MOR-DOR heterodimer luminescence, inverse agonism; AID 504357, 2011; Mu-type opioid receptor (Homo sapiens) + Delta-type opioid receptor (Homo sapiens), …; hit rate 0.21% among 340,000; in the data active means inhibition above about 22%, passing the limit was not always enough;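 further: 0% = cells with DMSO and 100% = wells without cells with DMSO; values of inactives mirror those of a sister screen read the other way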
RTF Ca sens act = cardiac RTF calcium sensitivity activators, primary screen, biochemical, IANBD-TnC fluorescence, EC20 calcium | Troponin I, cardiac muscle (Homo sapiens) + Troponin T, cardiac muscle (Homo sapiens) + … | IANBD-labeled TnC RTF fluorescence at EC20 calcium; 0% EC20 calcium, 100% full calcium | activation, % at 7.2 µM | hit rate 0.24% among 340,000 | AID 493008, 2010;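 active means activation above the mean over all tested compounds plus 3 SD, cut at about 30% in these data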;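 further: rise in fluorescence read as greater calcium sensitivity of cardiac thin filaments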
Arr AP2 block = inhibitors of beta-arrestin/AP2 binding, primary screen, biochemical, GPCR trafficking, flow cytometry. FITC-arrestin peptide / GST-AP2 beads; AP2 beta2 appendage carries R879A mutation. beta-arrestin 1 C-terminal peptide binding to AP2 beta2-adaptin appendage (human). hit rate 0.31% among 340,000. inhibition, % at 10 µM;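 active means inhibition above a set limit, near 3 SD of compounds lacking own fluorescence, cut at about 54% in these data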;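 further: plate controls were DMSO wells for no effect and 5 µM unlabelled arrestin peptide for full effect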
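Material – AP2 appendage R879A on GSH beads · Buffer or medium – PBS with 0.05% Tween 20 and 0.1% BSA · Probe or stimulus – fluorescein-tagged arrestin peptide at 50 nM final · Incubation – compound with beads 12 min RT, then probe 1 h RT · Detection – high-throughput flow cytometry of beads, ex 488, em 535 nm · Evaluation – percent response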
Wnt act = Wnt/beta-catenin pathway activators, primary screen, cell-based, plate reader, single point. activation, % at 9.35 µM. Wnt/beta-catenin reporter cell assay, activator. hit rate 1.2% among 300,000; in the data active means activation above about 30%, passing the limit was not always enough;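 further: 0% = neutral control wells and 100% = positive control wells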
Cardiac RTF inh = cardiac RTF calcium sensitivity inhibitors, primary screen, biochemical, IANBD-TnC fluorescence, EC70 calcium. Troponin I, cardiac muscle (Homo sapiens) + Troponin T, cardiac muscle (Homo sapiens) + …. IANBD-labeled cardiac RTF, Ca2+ fluorescence. inhibition, % at 7.15 µM. hit rate 0.12% among 340,000;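 active means inhibition above the mean inhibition of all tested compounds plus 3 SD, cut at about 17% in these data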;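 further: assay run at fixed EC70 calcium of 1.6 mM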
Pemphigus Ab inh = inhibitors of pemphigus antibody binding to DSG3, primary screen, biochemical, bead-based, flow cytometry, scFv-GFP; Desmoglein-3 (Homo sapiens), P32926; DSG3-coupled beads, scFv-anti-DSG3-GFP binding; active compounds read low; binding (percent of control), % at 10 µM; hit rate 0.48% among 310,000;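 active means binding more than 3 SD below its plate's average and above zero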;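 further: hits lower antibody fragment binding to DSG3; some compounds called inactive have numbers as strong as hits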
Target sequence (P32926 whole entry, looked up, the tested form may be a part): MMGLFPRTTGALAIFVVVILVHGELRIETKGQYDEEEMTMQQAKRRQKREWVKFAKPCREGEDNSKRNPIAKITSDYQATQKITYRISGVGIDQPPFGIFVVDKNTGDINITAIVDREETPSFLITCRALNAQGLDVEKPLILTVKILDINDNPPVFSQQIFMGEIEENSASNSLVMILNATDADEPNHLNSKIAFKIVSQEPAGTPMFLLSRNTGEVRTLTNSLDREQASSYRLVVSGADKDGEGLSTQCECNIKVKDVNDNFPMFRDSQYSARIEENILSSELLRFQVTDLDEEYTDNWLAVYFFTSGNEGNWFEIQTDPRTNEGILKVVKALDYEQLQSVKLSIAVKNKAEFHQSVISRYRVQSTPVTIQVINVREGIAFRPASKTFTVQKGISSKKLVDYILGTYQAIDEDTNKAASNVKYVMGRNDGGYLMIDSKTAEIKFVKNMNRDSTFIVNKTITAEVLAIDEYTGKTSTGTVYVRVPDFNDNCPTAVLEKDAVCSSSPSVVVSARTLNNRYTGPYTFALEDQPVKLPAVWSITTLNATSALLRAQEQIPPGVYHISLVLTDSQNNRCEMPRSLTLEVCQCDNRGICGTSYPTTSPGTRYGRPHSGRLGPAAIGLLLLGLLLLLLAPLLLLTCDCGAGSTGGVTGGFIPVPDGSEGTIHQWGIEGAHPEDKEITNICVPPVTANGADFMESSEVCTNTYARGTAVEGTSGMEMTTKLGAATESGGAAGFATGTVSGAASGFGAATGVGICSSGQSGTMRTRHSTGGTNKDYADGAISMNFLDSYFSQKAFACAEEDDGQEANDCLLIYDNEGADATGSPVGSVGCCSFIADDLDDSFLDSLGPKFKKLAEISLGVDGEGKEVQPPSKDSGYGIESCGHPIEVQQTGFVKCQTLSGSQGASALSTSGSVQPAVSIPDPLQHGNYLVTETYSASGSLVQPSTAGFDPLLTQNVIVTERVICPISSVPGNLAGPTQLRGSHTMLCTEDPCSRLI
LANA DNA inh = inhibitors of KSHV C-LANA binding to DNA, primary screen, biochemical, fluorescence polarization, FAM-LBS DNA, MBP-C-LANA, single point. Kaposi's sarcoma herpesvirus LANA C-terminal domain (residues 932-1162) DNA binding. inhibition, % at 9 µM. hit rate 0.078% among 340,000. AID 504423, 2011;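 active means highest replicate inhibition at or above 60% at 9 µM, even if other replicates fall short; inactive means all replicates below 60% inhibition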;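 further: 0% = neutral control wells and 100% = 4 µM acridine orange control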
MOR-DOR ag = agonists of OPRM1-OPRD1 heterodimerization, primary screen, cell-based, luminescence | cells | activation, % at 9.3 µM | hit rate 0.3% among 340,000 | AID 504326, 2011; in the data active means activation above about 18%;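 further: 0% = vehicle-treated cells and 100% = reference agonist; values of inactives mirror those of a sister screen read the other way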
Keap1 Nrf2 FP = Keap1-Nrf2 protein-protein interaction inhibitors, primary screen, biochemical, fluorescence polarization, single point; Kelch-like ECH-associated protein 1 (Homo sapiens), Q14145; Keap1 Kelch-Nrf2 peptide fluorescence polarization, 1536-well; inhibition, % at 9.4 µM; AID 504523, 2011; hit rate 0.15% among 340,000; in the data active means inhibition above about 12%;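 further: human Keap1 Kelch domain with fluorescein labeled Nrf2 9mer peptide probe; 0% = neutral control wells and 100% = peptide positive control; higher means more block of Keap1 binding to Nrf2 peptide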
* = called active by the depositor; x = no result given.

SMILES | V-ATPase pHluor | MOR-DOR inv ag | RTF Ca sens act | Arr AP2 block | Wnt act | Cardiac RTF inh | Pemphigus Ab inh | LANA DNA inh | MOR-DOR ag | Keap1 Nrf2 FP
COc1ccc(NC(=O)c2ccco2)cc1NC(=O)c1c(OC)cccc1OC | 0 | 6 | -8 | 11 | 6 | -2 | 100 | -0.2 | -1.1 | 0
Nc1nc(NCc2ccco2)nc(Nc2cccc(F)c2)c1[N+](=O)[O-] | 4 | -12 | 1 | -5 | -1 | -2 | 96 | -1.1 | 2.2 | 3
O=[N+]([O-])c1cc(-c2csc(NCCc3nc4cc(Cl)c(N5CCCCC5)cc4n3CCCO)n2)ccc1Cl | 10* | -6 | 0 | 22 | -3 | 1 | 99 | 2.2 | 1.1 | 1
CC1CCCN(C(=O)CSc2nnc3ccccn23)C1 (centres undefined) | -1 | 11 | 2 | -6 | 6 | 3 | 97 | 0.5 | -2.2 | 0
COc1ccccc1CNC(=O)c1ccc(SC)cc1OC | -3 | -13 | 4 | -2 | 2 | -8 | 96 | -1.9 | 2.4 | -5
CCOc1ccc(-n2ccnc(SCC(=O)Nc3ccc(CC)cc3)c2=O)cc1 | -3 | 6 | -14 | 29 | -1 | -9 | 93 | 0.8 | -0.9 | 6
CN(C)NC(=S)NC1CC2CCC1C2 (centres undefined) | -2 | 12 | -7 | -13 | -1 | 4 | x | 0.0 | -2.5 | -2
O=C(O)CCCSCC(=O)Nc1ccccc1 | 4 | 11 | 9 | -2 | x | -7 | 104 | 0.0 | -2.0 | -6
CC1=C(C#N)C(NC(=O)c2ccccc2Cl)(C(F)(F)F)C(=O)N1 (centres undefined) | 1 | 3 | -8 | 1 | -3 | -5 | 117 | -0.7 | -0.5 | -7
COc1ccccc1C(O)P(=O)(OC1CCCCC1)OC1CCCCC1 (centres undefined) | 4 | 0 | -6 | 55* | 0 | -3 | x | -0.1 | -0.1 | 0
Cc1cc(C)n2nc(C(=O)NC(C)(C)C)nc2n1 | 1 | 20 | -2 | -1 | x | 5 | 104 | -1.8 | -3.7 | -1
COc1cc(C2C(C(=O)c3ccc(C)o3)=C(O)C(=O)N2c2cc(C)on2)ccc1OCc1ccccc1 (centres undefined) | -2 | 20 | 2 | 19 | 3 | 5 | 83 | 0.6 | -3.9 | -1
O=C1CC[C@@H]2CC3(C[C@@H]4CCN1[C@H]24)Nc1cc(Cl)ccc1NC3=NC1CCCCC1 (some centres undefined) | -3 | -4 | 3 | 19 | 0 | -14 | 101 | -0.1 | 0.6 | -3
O=C(COC(=O)CCN=C1NS(=O)(=O)c2ccccc21)NC1CCCCCCC1 | -1 | 5 | 2 | 0 | -1 | 3 | 89 | 1.4 | -1.0 | 3
CCCC1CCC(C(=O)Nn2cnc3ccccc3c2=O)CC1 (centres undefined) | -1 | -6 | 1 | -4 | x | -2 | 96 | 1.1 | 1.0 | 3
COC(=O)N/N=C/c1c[nH]c2ccccc12 | 2 | 2 | -4 | 19 | -1 | -2 | 107 | -1.2 | -0.5 | -3
CCOC(=O)c1c(NC(=O)CNC2CCCc3ccccc32)sc(C(N)=O)c1C (centres undefined) | 0 | -48 | -1 | -1 | -3 | 2 | 102 | 0.3 | 9.2 | 0
COc1ccc(NC(=O)COc2ccc(Br)cc2)c(OC)c1 | -4 | -22 | -11 | 3 | 6 | -6 | 99 | 0.0 | 4.7 | -1
Oc1ccc(-c2nc(-c3ccc(F)cc3)c(-c3ccncc3)[nH]2)cc1 | -1 | 9 | 2 | 22 | -2 | 20* | 117 | -0.8 | -1.6 | -1
N#CCCN(C(=O)CSc1nc(-c2ccccc2)cn1N)c1ccc(F)cc1 | 0 | 10 | 3 | -12 | x | -1 | 107 | -2.1 | -1.6 | 0
CCN(CC)C(=O)CSc1nc(C)cc(-c2cccs2)c1C#N | -2 | -13 | 1 | 9 | x | -6 | 105 | 2.4 | 2.2 | -1
CN(C)S(=O)(=O)c1ccc(C(=O)Nc2nc(-c3cccs3)cs2)cc1 | 0 | 3 | -1 | -3 | -2 | 4 | 100 | 0.5 | -0.5 | -5
O=C(NNS(=O)(=O)c1ccc(Br)cc1)C1CCCCC1 | 0 | 1 | -4 | 34 | -4 | -12 | 99 | -1.1 | -0.1 | -1
CCCn1nc(C(=O)NNC(=O)CSC(C)C(=O)Nc2cc(C)on2)c2ccccc2c1=O (centres undefined) | -2 | 12 | -1 | 27 | 0 | 0 | x | -0.6 | -2.3 | -1
O=C1CC(c2ccccc2)CC(=O)C1Sc1ccc(Cl)cc1 (centres undefined) | 0 | 19 | -4 | 8 | x | -7 | 85 | 1.2 | -3.8 | -1
c1ccc(-c2nccc(-c3ccco3)n2)nc1 | -3 | 14 | -1 | 47 | 13 | 1 | 115 | -1.7 | -3.0 | -1
O=C(COc1ccccc1C(=O)N/N=C\c1ccc(O)c(O)c1)N/N=C/c1ccc(O)c(O)c1 | 1 | -6 | -9 | 22 | x | 11 | 108 | 7.8 | 1.1 | 1
COc1ccc(Cc2nnc(N/N=C/c3ccc(N(C)C)cc3)[nH]c2=O)cc1OC | 2 | -4 | 1 | 5 | 1 | -23 | 77* | -0.4 | 0.9 | -4
COc1ccc(CCC(=O)Nc2cc(S(=O)(=O)N3CCCCC3)ccc2N(C)C)cc1 | -5 | 13 | -1 | -1 | 11 | -5 | x | 0.0 | -3.3 | -2
COc1ccc(NC(=O)CCS(=O)(=O)c2ccc(OC)cc2)cc1 | 3 | 0 | -2 | -1 | x | -13 | x | -1.8 | 0.1 | -4

An excerpt from above in order of length of the SMILES, falling.
SMILES | V-ATPase pHluor | MOR-DOR inv ag | RTF Ca sens act | Arr AP2 block | Wnt act | Cardiac RTF inh | Pemphigus Ab inh | LANA DNA inh | MOR-DOR ag | Keap1 Nrf2 FP
O=[N+]([O-])c1cc(-c2csc(NCCc3nc4cc(Cl)c(N5CCCCC5)cc4n3CCCO)n2)ccc1Cl | 10* | -6 | 0 | 22 | -3 | 1 | 99 | 2.2 | 1.1 | 1
COc1cc(C2C(C(=O)c3ccc(C)o3)=C(O)C(=O)N2c2cc(C)on2)ccc1OCc1ccccc1 (centres undefined) | -2 | 20 | 2 | 19 | 3 | 5 | 83 | 0.6 | -3.9 | -1
CC1=C(C#N)C(NC(=O)c2ccccc2Cl)(C(F)(F)F)C(=O)N1 (centres undefined) | 1 | 3 | -8 | 1 | -3 | -5 | 117 | -0.7 | -0.5 | -7
COc1ccc(NC(=O)CCS(=O)(=O)c2ccc(OC)cc2)cc1 | 3 | 0 | -2 | -1 | x | -13 | x | -1.8 | 0.1 | -4
c1ccc(-c2nccc(-c3ccco3)n2)nc1 | -3 | 14 | -1 | 47 | 13 | 1 | 115 | -1.7 | -3.0 | -1

Continuation.
SMILES | V-ATPase pHluor | MOR-DOR inv ag | RTF Ca sens act | Arr AP2 block | Wnt act | Cardiac RTF inh | Pemphigus Ab inh | LANA DNA inh | MOR-DOR ag | Keap1 Nrf2 FP
COc1ccc(C(=O)CSc2nnc(CNC(=O)c3ccccc3)o2)cc1 | 6 | 8 | -1 | 1 | 0 | 0 | 100 | -0.6 | -1.5 | -2
CCC(=O)Nc1ccc2c(c1)nc1n2CCN(CCOC)C1 | -5 | x | -3 | 39 | -2 | -2 | 97 | 0.5 | x | 1
CN(C(=O)CCNC(=O)Cn1cnc2ccccc2c1=O)c1ccc(Br)cc1 | 4 | -5 | -1 | 0 | -1 | -8 | 116 | 1.3 | 0.7 | 2
Cc1cc(C(=O)COc2ccccc2Cl)c(C)n1C1CC1 | -3 | 6 | 0 | 3 | -2 | -2 | 104 | -1.3 | -1.5 | -7
O=C1N(c2ccccc2)C(=Nc2ccccc2)SC12CC2 | 0 | 11 | -3 | -7 | -2 | -2 | 115 | -1.6 | -2.2 | -3
O=C(NCc1cccs1)c1cc2ccccc2o1 | -6 | 6 | -5 | -10 | 7 | -14 | x | -0.3 | -1.0 | -3
CCCN1CNC(=S)N(c2ccccc2OC)C1 | 1 | 4 | 6 | 34 | x | 0 | 121 | 1.2 | -0.7 | -2
Cc1cc(NC(=O)C2CC(=O)N(c3ccccc3C)C2)no1 (centres undefined) | 3 | -11 | -4 | 16 | -3 | -12 | 105 | 0.3 | 1.4 | 1
O=C(Nc1ccc(Br)cc1F)C1CCCN(S(=O)(=O)c2cnc[nH]2)C1 (centres undefined) | 5 | 10 | 2 | 7 | -4 | -1 | 113 | 0.1 | -2.0 | 1
CC1CCN(C(=O)CN2C(=O)c3ccccc3S2(=O)=O)CC1 | 1 | 5 | 3 | -2 | 48* | -16 | 96 | -2.9 | -0.8 | -3
CC1(C)CC2CC(C)(CN2c2ncnc3ccccc23)C1 (centres undefined) | 0 | -10 | 2 | -9 | -3 | -5 | 103 | 0.3 | 1.7 | 5
CC(C(=O)N1CCCCC1)n1ncn2cccc2c1=O (centres undefined) | 2 | 2 | -2 | 3 | x | -7 | 107 | 2.5 | -0.4 | 3
C=CCn1c(C)cc(/C([O-])=C(/C(=S)Nc2ccc(OC(F)F)cc2)[n+]2ccc(N(C)C)cc2)c1C | 3 | 25 | 3 | 7 | 0 | -7 | 106 | 0.2 | -4.5 | -4
CCC(=O)N1CCc2cc(S(=O)(=O)CCC(=O)NCCc3ccc(OC)c(OC)c3)ccc21 | -5 | 10 | -1 | 11 | x | -1 | x | -1.5 | -1.7 | 5
COc1ccc(Cl)cc1C(=O)N(Cc1nc(-c2cccc(C)c2)no1)C(C)C | -1 | -16 | 2 | 4 | -5 | -7 | 97 | -1.0 | 3.2 | 8
CCN1C(=O)c2ccc(C(=O)Nc3ccc4c(c3)OCO4)cc2C1=O | -3 | 14 | 0 | -7 | 18 | 3 | 102 | 1.9 | -4.3 | 4
CC(C)(C)NC(=O)C(c1ccc(O)cc1)N(Cc1ccccc1)C(=O)CCC(=O)Nc1nccs1 (centres undefined) | -1 | 11 | -2 | 4 | -4 | -9 | x | -1.1 | -1.8 | -3

Grouped by structure: the entries above with a tert-butyl group
SMILES | V-ATPase pHluor | MOR-DOR inv ag | RTF Ca sens act | Arr AP2 block | Wnt act | Cardiac RTF inh | Pemphigus Ab inh | LANA DNA inh | MOR-DOR ag | Keap1 Nrf2 FP
Cc1cc(C)n2nc(C(=O)NC(C)(C)C)nc2n1 | 1 | 20 | -2 | -1 | x | 5 | 104 | -1.8 | -3.7 | -1
CC(C)(C)NC(=O)C(c1ccc(O)cc1)N(Cc1ccccc1)C(=O)CCC(=O)Nc1nccs1 (centres undefined) | -1 | 11 | -2 | 4 | -4 | -9 | x | -1.1 | -1.8 | -3

Compound activity from PubChem.
